From PubChem
TbHK1 inh = Trypanosoma brucei hexokinase 1 inhibitors, primary screen, biochemical, G6PDH-coupled NADH absorbance, MLSCN library; inhibition, % at 10 µM; hexokinase 1 [Trypanosoma brucei]; recombinant TbHK1, G6PDH-coupled NADH A340; 220,000 tested, 0.11% active;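 active means inhibition of 50% or more in the single-dose primary screen; inactive means inhibition below 50%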
CHOP inhibitor = inhibitors of CHOP promoter induction, primary screen, cell-based, unfolded protein response, luciferase reporter. CHO-K1 CHOP-promoter luciferase, tunicamycin-induced, 15-18 h. inhibition, % at 10 µM. 220,000 tested, 3.8% active. AID 2732, 2010;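 active means compounds that reduced the stress-induced luciferase reporter signal by more than about 70% of percent inhibition, limit read from the data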;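 further: 0% = tunicamycin plus vehicle and 100% = wells without tunicamycin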
PGE2 EP2 inh = human EP2 receptor antagonists, primary screen, TR-FRET cAMP, C6 glioma cells; 260,000 tested, 0.52% active; C6 glioma cells expressing human EP2; cells stimulated with saturating PGE2; inhibition, % at 25 µM; Prostaglandin E2 receptor EP2 subtype (Homo sapiens), P43116; AID 1422, 2008;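 active means percent inhibition above 40 after rounding to a whole number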;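 further: rat C6 glioma host cells with rolipram phosphodiesterase inhibitor present; the protocol text gives 20 µM as final concentration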
Target sequence (P43116 whole entry, looked up): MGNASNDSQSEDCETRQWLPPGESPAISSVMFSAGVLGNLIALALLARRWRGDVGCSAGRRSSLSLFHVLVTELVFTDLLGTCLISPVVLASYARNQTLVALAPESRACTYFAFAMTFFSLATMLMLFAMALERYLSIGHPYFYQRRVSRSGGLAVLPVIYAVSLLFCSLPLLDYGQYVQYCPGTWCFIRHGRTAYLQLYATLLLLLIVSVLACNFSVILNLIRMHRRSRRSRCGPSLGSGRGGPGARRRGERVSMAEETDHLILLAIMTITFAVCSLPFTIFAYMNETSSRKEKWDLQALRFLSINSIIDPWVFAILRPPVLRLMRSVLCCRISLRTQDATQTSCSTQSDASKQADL
FXIa inh = human FXIa protease inhibitors, primary screen, biochemical, 1536-well | AID 798, 2007 | inhibition, % at 5 µM | Coagulation factor XI (Homo sapiens), P03951 | 220,000 tested, 0.14% active | purified FXIa, Boc-Glu-Ala-Arg-AMC fluorogenic substrate;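 active means inhibition of at least 40%; inactive means inhibition below 40%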;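 further: fluorescence of freed AMC excited at 355 nm; 0% = enzyme without compound and 100% = no enzyme blank; many of its hits are not listed in these tables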
Target sequence (P03951 19-387 limits assumed): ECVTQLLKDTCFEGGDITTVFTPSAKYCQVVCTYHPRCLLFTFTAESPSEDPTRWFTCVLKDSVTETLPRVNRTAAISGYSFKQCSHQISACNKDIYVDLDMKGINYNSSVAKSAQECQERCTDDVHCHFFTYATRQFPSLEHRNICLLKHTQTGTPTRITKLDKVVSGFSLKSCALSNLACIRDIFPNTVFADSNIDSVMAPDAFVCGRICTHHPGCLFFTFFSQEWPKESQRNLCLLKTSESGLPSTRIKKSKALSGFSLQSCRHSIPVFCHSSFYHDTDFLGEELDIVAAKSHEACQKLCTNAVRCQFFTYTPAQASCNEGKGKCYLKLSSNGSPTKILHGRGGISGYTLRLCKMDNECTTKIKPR
Target sequence (P03951 388-625 limits assumed): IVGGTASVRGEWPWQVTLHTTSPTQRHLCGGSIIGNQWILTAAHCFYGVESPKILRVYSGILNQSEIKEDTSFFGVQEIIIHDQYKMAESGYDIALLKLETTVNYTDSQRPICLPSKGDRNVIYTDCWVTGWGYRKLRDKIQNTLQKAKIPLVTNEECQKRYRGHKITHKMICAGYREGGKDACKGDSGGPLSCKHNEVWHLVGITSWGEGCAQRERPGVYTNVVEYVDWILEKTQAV
TNF necrop inh = inhibitors of TNF-alpha triggered necroptosis, primary screen, cell-based, Jurkat FADD-/-, single concentration; Jurkat FADD-/- TNF necroptosis rescue, ATP luminescence, 24 h; 0 = TNF only, 100 = no-TNF cells; activation (protection from cell death), % at 10 µM; 220,000 tested, 0.068% active; AID 463075, 2010;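 active means activation, meaning protection from cell death, of at least 50% relative to plate controls; inactive means activation below 50%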;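 further: necroptosis triggered by 40 ng/mL TNF-alpha added together with compound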
Wee1 stabilizer = Wee1 degradation inhibitors, primary screen, cell-based, HeLa, Wee1K328M-luciferase, luminescence | AID 1321, 2008 | Wee1-like protein kinase (Homo sapiens), P30291 | HeLa Luc-Wee1K328M stability; 100% = proteasome inhibitor MG132 effect | 220,000 tested, 1.2% active | reporter increase, % at 5 µM;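 active means activation above the mean of all tested compounds plus 3 SD, set per screening run, cut at about 8.8% in these data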;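 further: cells exposed to compound for 20 h before luminescence read; 0% = DMSO alone and 100% = MG132 at 30 µM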
PPC-1+TRAIL kill = compounds killing PPC-1 cancer cells with TRAIL present, primary screen, TRAIL potentiator project, ATPLite luminescence, uHTS; cell killing (% activity), % at 4 µM; 220,000 tested, 0.41% active; PPC-1 cells + TRAIL, ATPLite viability luminescence;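 active means cell killing above 50% in the first pass at 4 µM, then a duplicate retest at 5 µM averaging 50% or more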;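 further: plate controls were cells with TRAIL plus DMSO for no effect and medium-only wells lacking cells for full effect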
L929 necroptosis = inhibitors of zVAD-triggered necroptosis, primary screen, L929 cells | viability rescue, % at 10 µM | L929 zVAD necroptosis rescue, ATP luminescence, 24 h; with zVAD 60 µM | 220,000 tested, 0.38% active | AID 1377, 2008;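 active means activation, scaled between plate controls, above about 75%, limit read from the data; inactive means activation under that limit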;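 further: 0% = zVAD with DMSO and 100% = DMSO alone without zVAD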
FXIIa inh = human FXIIa protease inhibitors, primary screen, biochemical, 1536-well; inhibition, % at 5 µM; 220,000 tested, 0.3% active; purified FXIIa, Boc-QGR-AMC fluorogenic substrate, 2 h; Coagulation factor XII (Homo sapiens), P00748; AID 800, 2007; in the data active means inhibition above about 40%;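 further: 0% = enzyme with no compound and 100% = blank without enzyme; many of its hits are not listed in these tables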
Active calls of the source: *; · = not tested or not shown; & = joins results of further samples.

cpd	Structure	TbHK1 inh	CHOP inhibitor	PGE2 EP2 inh	FXIa inh	TNF necrop inh
1	CCOC(=O)C(NC(=O)c1ccccc1)(Nc1cc(C)on1)C(F)(F)F (stereo not given)	6	30	11	-11	-0.8
2	CN(C)CC/C=C1/c2ccccc2Sc2ccc(Cl)cc21	5	4	9	3	0.8
3	Cc1cc(=S)n(-c2ccccc2)n1C	-1	-18	6	2	-0.2
4	COc1ccc(Cl)cc1C(=O)Nc1ccccc1N1CCN(C(=O)C(C)C)CC1	-20	48	10&7	9	-2.7
5	O=c1cnnc(SCCc2ccccc2)[nH]1	3	-36	2	1	-0.9
6	CN(C(=O)c1cc2ccccc2oc1=O)C1(C)CCS(=O)(=O)C1 (stereo not given)	-18	-7	4	-5	-0.1
7	O=C(O)CNS(=O)(=O)c1c(Cl)cccc1Cl	-4	13	9	9	1.7
8	Cn1c(N)c(C(=O)COC(=O)CCCOc2ccc(Cl)cc2Cl)c(=O)n(C)c1=O	1	61	4	-1	-1.4

cpd	Wee1 stabilizer	PPC-1+TRAIL kill	L929 necroptosis	FXIIa inh
1	-1	-8	0.4	1
2	-3	2	1.2	10
3	-1	12	0.9	-4
4	0	-2	-0.1	19
5	0	2	-0.2	3
6	-3	10	0.5	-1
7	2	26	0.7	4
8	1	17	1.7	8

(next part)
cpd	Structure	TbHK1 inh	CHOP inhibitor	PGE2 EP2 inh	FXIa inh	TNF necrop inh
9	COc1ccccc1NC(=S)NCC1CCC(CNC(=S)Nc2ccccc2OC)CC1 (stereo not given)	30	3	9	4	-1.1
10	Cc1cccc(NC(=O)CN2C(=S)NC(C)(C)CC2C)c1 (stereo not given)	35	30	8	7	0.4
11	O=C(CCCCCn1c(=S)[nH]c2ccc(N3CCOCC3)cc2c1=O)NCc1ccc(Cl)cc1	-9	43	10	-1	-0.4
12	COc1ccc(OCCn2cncn2)cc1	1	-1	17	-5	0.9
13	CCCCCCCCOC(=O)c1ccc(N)cc1	5	76*	8	8	-1.5
14	COc1ccc(CCNC(=O)C2CCCN(c3nn4c(=O)cc(C)nc4s3)C2)cc1OC (stereo not given)	-2	-4	-1	3	-1.5
15	CCN(CC)S(=O)(=O)c1ccc(Cl)c(C(=O)NCc2ccccc2Cl)c1	3	1	21	-5	0.0
16	COc1ccc2c3c([nH]c2c1)C(C)N(C(C)=O)CC3 (stereo not given)	-4	5	6	-1	-0.3

cpd	Wee1 stabilizer	PPC-1+TRAIL kill	L929 necroptosis	FXIIa inh
9	-2	-2	0.1	5
10	-2	-4	-0.1	11
11	-1	17	1.1	9
12	0	0	0.8	-11
13	-2	4	-0.4	17
14	-1	38	0.1	20
15	0	17	0.9	6
16	0	14	0.2	5

Other entries
cpd	Structure	TbHK1 inh	CHOP inhibitor	PGE2 EP2 inh	FXIa inh	TNF necrop inh
17	O=C(NCC1OCCc2ccccc21)c1ccc(NC(=O)c2ccc(Cl)cc2)cc1 (stereo not given)	1	103*	11	1	1.9
18	CCC(C)NC(=O)Cn1c(=O)n(CCCCC(=O)NCc2ccco2)c(=O)c2ccccc21 (stereo not given)	-2	-9	7	16	0.9
19	O=C(O)c1ccc(C(=O)c2ccc3c(c2)C(=O)N(CC2CCCO2)C3=O)cc1 (stereo not given)	-3	5	10	2	0.7
20	CCOC(=O)N1CCN(C(=O)C2CCC(=O)N2C(C)C)CC1 (stereo not given)	-1	-14	9	3	-0.7
21	CC1=NN(c2ccccc2)C(=O)C1C=Nc1ccccc1O (stereo not given)	-27	22	6	-1	-5.5
22	CC1CC(=O)Nc2ccccc2N1S(=O)(=O)c1ccc(F)cc1F (stereo not given)	-7	-1	12	1	2.3
23	O=C(NCCCn1ccnc1)/C(=C\c1cccnc1)NC(=O)c1ccccc1F	2	3	5	-1	-0.6
24	COc1cc(CC(=O)N2CCc3ccccc32)cc(OC)c1OC	2	17	3	-3	-2.2

cpd	Wee1 stabilizer	PPC-1+TRAIL kill	L929 necroptosis	FXIIa inh
17	-1	10	21	6
18	-2	31	-0.2	32
19	10*	·	2.0	7
20	0	-3	2.1	4
21	3	0	8.8	8
22	-1	-16	0.3	7
23	21*	17	-0.6	10
24	1	23	2.4	16

Next section; the last 5 above are carried over.
cpd	Structure	TbHK1 inh	CHOP inhibitor	PGE2 EP2 inh	FXIa inh	TNF necrop inh
20	CCOC(=O)N1CCN(C(=O)C2CCC(=O)N2C(C)C)CC1 (stereo not given)	-1	-14	9	3	-0.7
21	CC1=NN(c2ccccc2)C(=O)C1C=Nc1ccccc1O (stereo not given)	-27	22	6	-1	-5.5
22	CC1CC(=O)Nc2ccccc2N1S(=O)(=O)c1ccc(F)cc1F (stereo not given)	-7	-1	12	1	2.3
23	O=C(NCCCn1ccnc1)/C(=C\c1cccnc1)NC(=O)c1ccccc1F	2	3	5	-1	-0.6
24	COc1cc(CC(=O)N2CCc3ccccc32)cc(OC)c1OC	2	17	3	-3	-2.2
25	O=C(C1=C[C@H](c2ccc3c(c2)OCO3)C[C@H](OCc2ccc(CO)cc2)O1)N1CCN(Cc2ccc3c(c2)OCO3)CC1	-12	37	1	0	0.6
26	COc1ccc(C(=O)Nn2c(C)ccc2C)cc1OC	-8	7	11	-10	-0.6
27	Cc1nnsc1C(=O)Nc1ccc(Cl)cc1	-4	-11	7	8	3.1
28	COc1cccc(-c2nnc(SCN3C(=O)c4ccccc4C3=O)n2C)c1	-5	14	8	3	0.4
29	O=C(Cn1cc([N+](=O)[O-])cn1)NCc1ccco1	-4	-12	4	-5	0.5
30	COc1ccc(CNC(=O)C2CCCN(Cc3nc(-c4cccc(C)c4)oc3C)C2)cc1 (stereo not given)	-2	61	5	-5	-1.1
31	CCN(CC(=O)NC1CCS(=O)(=O)C1)S(=O)(=O)c1ccc(F)cc1 (stereo not given)	8	20	4	-1	2.9
32	COC(=O)c1ccc(-n2cnc3ccccc32)nc1	0	1	7	-3	0.9

cpd	Wee1 stabilizer	PPC-1+TRAIL kill	L929 necroptosis	FXIIa inh
20	0	-3	2.1	4
21	3	0	8.8	8
22	-1	-16	0.3	7
23	21*	17	-0.6	10
24	1	23	2.4	16
25	-1	6	-0.7	7
26	-1	0	-1.0	3
27	-1	24	0.0	12
28	4	-8	-0.5	6
29	0	23	1.3	4
30	0	·	2.0	-4
31	-1	43	0.6	3
32	1	14	69	7

Next results:
cpd	Structure	TbHK1 inh	CHOP inhibitor	PGE2 EP2 inh	FXIa inh	TNF necrop inh
33	COc1ccc(Nc2nnc(SCC(=O)c3cc4ccccc4o3)s2)cc1	-51	-9	5	-3	-1.4
34	COc1ccc(/C=N/NC(=O)c2ccn[nH]2)cc1Cn1cc([N+](=O)[O-])cn1	-32	-2	7	3	3.4
35	CCC(=O)OCCn1c(Br)nc2c1c(=O)[nH]c(=O)n2C	8	-29	6&10	-4	0.4
36	Cc1cccc(NC(=S)NCc2cccs2)c1	6	-17	8	-2	-11
37	CC(C)=C1Cc2ccccc2C1=O	6	11	5	2	-1.1
38	CCN(CC)C(=O)Cn1cc(SCC(=O)NC2CCCC2)c2ccccc21	-4	-9	6	1	1.1
39	CCN(CC(=O)Nc1ccc([N+](=O)[O-])cc1OC)CC(=O)NC(C)(C)C	9	12	4	1	0.9
40	Cc1cc(N2CCN(S(=O)(=O)c3ccc4c(c3)OCCO4)CC2)n2ncnc2n1	4	-1	1	-3	0.5

cpd	Wee1 stabilizer	PPC-1+TRAIL kill	L929 necroptosis	FXIIa inh
33	2	18	1.0	0
34	0	-1	1.6	10
35	1	3	1.1	11
36	0	-4	-1.5	8
37	-2	4	-0.3	15
38	1	0	-0.3	9
39	0	43	0.6	0
40	5	20	0.0	17

More results.
cpd	Structure	TbHK1 inh	CHOP inhibitor	PGE2 EP2 inh	FXIa inh	TNF necrop inh
41	Cc1ccc(C2CC(C(F)(F)F)n3nc(C(=O)NCc4c(C)nn(C)c4C)c(Cl)c3N2)cc1 (stereo not given)	26	57	7	8	-17
42	O=C(NNc1ccccc1[N+](=O)[O-])Nc1ccc(F)cc1	-3	6	4	5	1.2
43	CC(=O)CSc1ncnc2sc3c(c12)CCC(C)C3 (stereo not given)	-2	-20	5	-5	-2.3
44	CCC(C)[C@H](NC(=O)N1CCCC1)C(=O)OC (stereo not given in full)	8	-26	13	1	-0.3
45	COC(=O)C(NNc1ccccc1C)(NC(=O)c1ccc(F)cc1)C(F)(F)F (stereo not given)	-5	58	6	-15	0.1
46	COc1ccc(-c2ccc(/C=N/N3C(=O)C4C5C=CC(C6CC56)C4C3=O)o2)c([N+](=O)[O-])c1 (stereo not given)	-4	16	12	-5	-0.6
47	CN(C)c1ccc(C(=O)N/N=C/c2cc(Br)cc(Br)c2O)cc1	-20	91*	5	1	-13
48	O=C(CSc1ccc(-c2cccnc2)nn1)N1CCCc2ccccc21	6	2	5	0	-2.7

cpd	Wee1 stabilizer	PPC-1+TRAIL kill	L929 necroptosis	FXIIa inh
41	-2	17	1.3	19
42	3	6	0.5	7
43	-4	13	0.8	4
44	-2	15	0.0	0
45	-1	2	-1.1	-2
46	-3	-6	38	5
47	3	6	16	7
48	6	26	-1.6	6

Going on with the list:
cpd	Structure	TbHK1 inh	CHOP inhibitor	PGE2 EP2 inh	FXIa inh	TNF necrop inh
49	CC1CCN(c2ccc(/C=N/n3nnnc3N)cc2[N+](=O)[O-])CC1	-20	48	8	15	-4.1
50	C/C(N)=C(/C#N)C(=O)COC(=O)C1CCC(C(C)(C)C)CC1 (stereo not given)	0	97*	15	0	-3.4
51	CN(C(=O)c1c[nH]c(=O)cc1C(F)(F)F)c1ccc(Cl)c(Cl)c1	-14	11	15	-1	0.9
52	CC1(N2CCOCC2)CC2(O)C(=[N+]1[O-])CCc1nonc12 (stereo not given)	-3	21	6	3	-2.5
53	O=C(CN1CCN(S(=O)(=O)c2ccccc2[N+](=O)[O-])CC1)Nc1ccc(N2CCOCC2)cc1	0	28	3	-2	5.0
54	CNC(=O)c1ccc2nc(NC(C)=O)sc2c1	6	-21	4	-1	-0.8
55	O=C(NCC1CCCO1)c1ccc(CS(=O)(=O)Cc2ccc(F)cc2)o1 (stereo not given)	-4	2	18	-4	0.2
56	O=C(CN(Cc1ccccc1)C(=O)c1ccc2c(c1)OCCO2)NCc1ccc2c(c1)OCO2	7	31	10	-6	-1.3
57	COc1cc(CN(C2CCCCC2C)S(=O)(=O)c2ccc(S(=O)(=O)NC3CC3)cc2)cc(OC)c1OC (stereo not given)	-4	-6	6	8	3.7
58	COc1ccccc1Nc1nc(-c2cccc([N+](=O)[O-])c2)nc2ccccc12	-10	35	5	-4	-1.8
59	CCn1cnc2cc(NCc3ccc(OC)cc3)ccc21	1	9	9	-3	-0.6

cpd	Wee1 stabilizer	PPC-1+TRAIL kill	L929 necroptosis	FXIIa inh
49	-3	6	0.1	29
50	-2	6	0.9	9
51	1	5	-0.2	6
52	-4	14	0.1	15
53	-2	7	1.3	9
54	-4	21	-0.2	7
55	3	17	0.6	6
56	2	-9	-0.3	2
57	-2	-3	-0.1	10
58	-2	26	0.3	3
59	1	0	0.2	3

An excerpt (hit frequency here may not be typical).
